# High-throughput results (PubChem)
# PI5P4K alpha inh: inhibitors of human PI5P4K alpha. AID 652105. 1.2% of 330,000 active. P48426. max response, %. PI5P4Kalpha enzyme, ADP-Glo luminescence, 60 min; active compounds read low; active = max response of -50% or lower; inconclusive = between -30% and -50%; inactive = -30% or higher; note: value at the top dose of about 77 µM; % is set by controls: 0 for no effect and ±100 for the full control effect
# Target sequence (P48426 whole entry, looked up): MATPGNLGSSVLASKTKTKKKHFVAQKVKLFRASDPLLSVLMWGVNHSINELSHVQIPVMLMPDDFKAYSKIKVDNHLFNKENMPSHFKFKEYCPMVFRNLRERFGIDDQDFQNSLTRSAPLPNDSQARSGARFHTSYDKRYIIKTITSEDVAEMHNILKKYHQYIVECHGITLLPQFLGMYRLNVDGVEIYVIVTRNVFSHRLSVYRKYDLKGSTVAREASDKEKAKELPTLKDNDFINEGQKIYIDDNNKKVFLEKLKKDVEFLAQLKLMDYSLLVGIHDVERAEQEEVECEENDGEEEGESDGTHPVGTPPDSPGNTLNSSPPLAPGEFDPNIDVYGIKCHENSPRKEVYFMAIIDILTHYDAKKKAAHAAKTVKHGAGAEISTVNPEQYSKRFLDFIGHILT
#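 Luminescence from ADP-Glo served as readout of PI5P4Kalpha activity in a qHTS format. Reaction: enzyme, substrate, compound, ATP at 5 microM final, 60 min at RT.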
# EPAC1 agonist: activates human EPAC1 exchange factor; EPAC1 agonist qHTS, biochemical assay; response scale: 100% = response to 6.5 mM cAMP; Potency, µM (titrated, usually from 154 µM), inactives show top-dose activation, usual class: activators; 0.073% of 360,000 active; note: potency is the fitted concentration of half-maximal effect; nearly all actives have a fitted effect of over 60% in size
#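 Read-out is the fluorescence drop as BODIPY-GDP leaves Rap1B (480 nm excitation, 540 nm emission), recorded every 5 minutes over 30 minutes. Reactions held 100 nM EPAC1, 250 nM Rap1B–BODIPY-GDP and 50 uM GDP, with 6.5 mM cAMP setting full activation.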
# IL-2 act: activators of IL-2; IL-2 activation reporter assay, cell-based qHTS; stimulated with anti-CD3/CD4/CD28 beads; in transgenic mouse T cells; activation, % (series mostly up to about 46 µM); 0.065% of 360,000 active; AID 652025; in the data active = activation above about 50%; inconclusive = mostly about 30% to 49%; note: 0% is about no effect
#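 First, unstimulated transgenic mouse T cells were exposed to compound for 60 min. Next, anti-CD3/anti-CD4-coated beads with anti-CD28 were added. Finally, after 18 h at 37 degrees C, EGFP and DsRed were imaged.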
# aSyn rescue: alpha-synuclein toxicity inhibition in yeast; AID 652106; 0.14% of 370,000 active; Potency, µM (top dose mostly 46.1 µM), inactives show top-dose growth rescue (activation), hits mostly activators; Yeast expressing alpha-synuclein, growth rescue, BacTiter-Glo, 24 h; note: potency is the fitted concentration of half-maximal effect; % of control where 0% means no effect; nearly all actives have a fitted effect of over 65% in size
#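 Galactose-induced alpha-syn yeast (OD600=0.02, raffinose-pregrown) + pinned cpd, 24 hr, 30 deg C; growth by BacTiter-Glo luminescence. Growth restoration scores as activation.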
# Abeta yeast res: A-beta toxicity reversal in yeast; yeast expressing A-beta42, growth rescue, OD600, 48 h; response scale: 0% DMSO, 100% iron-clioquinol control; Potency, µM (series often up to 46.1 µM), inactives show at the top dose growth rescue, most hits filed as activators; 0.063% of 410,000 active; note: potency is the fitted concentration of half-maximal effect; nearly all actives have a fitted effect of over 55% in size
#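 Yeast A-beta toxicity model in growth medium with pinned compounds, 48 h at 30 C; growth read as absorbance at 600 nm. Normalized to FeCl3/clioquinol equimolar mix (positive) and DMSO (negative).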
# EPAC1 antagonist: EPAC1 (human) antagonism | EPAC1 GEF assay, Rap1b-BODIPY-GDP exchange fluorescence | AID 720709 | O95398 | 0.14% of 360,000 active | Potency, µM (highest dose often 115 µM), without a hit: at the highest dose activity change, negative = inhibition, actives largely listed as inhibitors;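 note: potency is the fitted concentration of half-maximal effect; plate controls were vehicle for no effect and positive control for full effect; nearly all actives have a fitted effect of over 50% in size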
# PLK1 PBD inh: blocks phosphopeptide binding to human PLK1 polo-box domain | P53350 | Plk1 PBD binding of FITC phosphopeptide, fluorescence polarization | Potency, µM, for inactives: max response, negative = inhibition, hits mostly inhibitors | 2.8% of 360,000 active; note: potency is the fitted concentration of half-maximal effect; series mostly up to about 57 µM; % is set by controls: 0 for no effect and ±100 for the full control effect; nearly all actives have a fitted effect of over 65% in size
# Target sequence (P53350 whole entry, looked up, the tested form may be a part): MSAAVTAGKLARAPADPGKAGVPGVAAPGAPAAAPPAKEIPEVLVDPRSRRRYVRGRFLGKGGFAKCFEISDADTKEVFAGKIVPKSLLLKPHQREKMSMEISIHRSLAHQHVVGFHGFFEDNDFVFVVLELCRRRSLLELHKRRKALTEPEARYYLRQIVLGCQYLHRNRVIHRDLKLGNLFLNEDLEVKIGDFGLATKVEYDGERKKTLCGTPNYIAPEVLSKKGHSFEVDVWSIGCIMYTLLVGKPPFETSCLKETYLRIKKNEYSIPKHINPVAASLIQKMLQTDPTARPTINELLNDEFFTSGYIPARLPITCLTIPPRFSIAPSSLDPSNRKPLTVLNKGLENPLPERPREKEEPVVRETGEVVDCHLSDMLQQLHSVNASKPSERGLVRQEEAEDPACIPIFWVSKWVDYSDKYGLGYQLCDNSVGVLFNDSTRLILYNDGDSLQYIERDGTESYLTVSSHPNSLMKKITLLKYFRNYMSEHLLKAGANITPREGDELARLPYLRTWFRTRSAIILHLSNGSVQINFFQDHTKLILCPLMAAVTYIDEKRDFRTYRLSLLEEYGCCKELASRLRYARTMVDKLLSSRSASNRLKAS
# WRN inhibitor: WRN helicase (human) inhibition; Q14191; WRN helicase unwinding, fluorescent forked duplex, kinetic; Potency, µM (doses to about 114 µM), for the others: top-dose activity change, negative = inhibition, most hits filed as inhibitors; 0.46% of 360,000 active; note: potency is the fitted concentration of half-maximal effect; % is set by controls: 0 for no effect and ±100 for the full control effect; nearly all actives have a fitted effect of over 55% in size
#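 Primary qHTS, 1536-well format. 20 nM WRN + compound, 15 min RT; start with 100 nM forked fluorophore/quencher duplex, 2 mM ATP (final); kinetic read ex 525/em 598 nm.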
# FUS yeast rescue: FUS proteinopathy suppression in yeast; S. cerevisiae FUS-expressing, growth rescue, OD600, 24 h; Potency, µM (doses to about 76.6 µM), without a hit: at the top dose growth rescue (activation), most hits filed as activators; 0.24% of 390,000 active;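 note: potency is the fitted concentration of half-maximal effect; plate controls were DMSO vehicle for no effect and reference control for full effect; nearly all actives have a fitted effect of over 55% in size; some results filed as inactive show a strong effect at the top dose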
#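 Read-out: OD at 600 nm after 24hr at 30C, reporting rescue of FUS-induced yeast toxicity. Cells at OD 0.005 in galactose (2%) minimal medium; compounds tested in a dilution series; CP55940 titration from 92uM final as control.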
# * marks the source's active call; other numbers are inactive results; ? = inconclusive; . = not tested or not shown; & = joins results of further samples; [ ] = dose if it differs, or a comment. Unless noted, calls come from the whole dose curve; as a rule, active = well fitted curve in the direction sought with a large enough effect; inconclusive = small, poorly fitted or top-dose-only effect, or another doubt; inactive = no such curve, though single readings can be large; an effect the other way counts as inactive or inconclusive.
# Value order: PI5P4K alpha inh	EPAC1 agonist	IL-2 act	aSyn rescue	Abeta yeast res	EPAC1 antagonist	PLK1 PBD inh	WRN inhibitor	FUS yeast rescue
COc1cccc(C(=O)Cn2c(N3CCCCC3)nc3c2c(=O)n(C)c(=O)n3C)c1
    .	1%	-1.1	1%	5%	2%	-11%	-11%	24%
O=C(NCc1ccc2c(c1)OCO2)c1c(-c2ccccc2)sc2ccccc12
    2	10%	-1.1	0%	21%	-5%	-3%	1%	-2%
O=C(NCc1cccs1)C1CCCN(S(=O)(=O)c2cccs2)C1 (configuration not stated)
    -7	-2%	-1.7	10%	14%[9.22 µM]	-1%	1%	-3%	-32%
COc1cccc(OC)c1C(=O)NNC(=O)c1cccnc1
    -1	5%	-2.0	-1%	2%	-8%	2%	4%	4%
O=C(O)CSC1=NC(=Nc2cccc(Cl)c2)C2(CCCCC2)N1c1ccccc1
    -4	10%	0.1	0%	9%	-16%	-7%	-19%	-10%
COc1ccccc1-c1coc2c(CN3CCN(C)CC3)c(O)ccc2c1=O
    2	1%	-2.9	2%	-2%	19%	-6%	3%	11%
Cc1nc2ccccc2c2oc(C(=O)NCC3CCCO3)cc12 (configuration not stated)
    .	2%	-0.2	0%	1%	-3%	-6%	-7%	-12%
O=C(O)CCC(=O)c1ccc2c(c1)OCCCO2
    -3	5%	-3.0	-6%	1%	11%	-8%	8%	6%
CCC1CN(C(=O)N2CCC(C(=O)NCc3cc(OC)c(OC)c(OC)c3)CC2)c2ccccc2O1 (configuration not stated)
    3	-2%	-3.2	-2%	5%&-19%	-8%	-9%	-3%	4%&15%
O=C(CN1CCN(S(=O)(=O)c2ccccc2Cl)CC1)NCC1(N2CCOCC2)CCCCC1
    -4	5%	-3.8	0%	-1%	0%	-12%	8%	17%
CN(C)C(=O)COC(=O)c1cccc(CN2C(=O)c3ccccc3C2=O)c1
    -5	6%	1.0	9%	-6%	-23%	-28%	10%[57.1 µM]	14%
Cc1ccccc1C(=O)Nc1nnc(S(=O)(=O)N(C)Cc2ccco2)s1
    -15	2%	-3.4	2%	-1%	-5%	-10%	-14%	26%
COc1cccc2sc(NC(=O)c3ccc(Br)s3)nc12
    -14	-2%	-1.6	-1%	5%	3%	-5%	0%	3%
N#Cc1ccccc1NC(=O)c1ccc2c(Cl)c3c(nc2c1)CCCC3
    5	3%	2.3	-14%	-25%	-1%	-11%	0%	.
Cc1ccccc1NC(=O)NC(C)(C)CC(C)(C)C
    -6	-9%	0.9	-1%	15%	11%	2%	0%	-13%
COc1ccc(C2NC(c3ccc(OC)cc3)C(C)C(=O)C2C)cc1 (configuration not stated)
    11	10%	-1.0	0%	2%	-11%	-3%	3%	5%
O=C(Nc1ccc(F)cc1)c1cccnc1Oc1ccccc1
    5	4%	-0.2	-9%	-9%	-13%	3%	-5%	8%
CCn1cnc2c1c(=O)n(CC(=O)OC(C)C(N)=O)c(=O)n2Cc1ccccc1 (configuration not stated)
    5	9%	-2.0	-5%	-5%	?	-10%	-35%	.
N=C1/C(=C\c2ccc(-c3cccc(C(=O)O)c3)o2)C(=O)N=C2SC=C(c3ccccc3)N12
    -98*	?	2.4	-1%	8%	?	?	40µM*	34%
COc1ccc(Cl)c(-c2cc(C(=O)Nc3ccccc3)[nH]n2)c1
    7	5%	0.1	-6%	-28%	-10%	-4%	-5%	-6%

# Grouped by structure: the entries above containing a Cl atom
# Value order: PI5P4K alpha inh	EPAC1 agonist	IL-2 act	aSyn rescue	Abeta yeast res	EPAC1 antagonist	PLK1 PBD inh	WRN inhibitor	FUS yeast rescue
O=C(O)CSC1=NC(=Nc2cccc(Cl)c2)C2(CCCCC2)N1c1ccccc1
    -4	10%	0.1	0%	9%	-16%	-7%	-19%	-10%
O=C(CN1CCN(S(=O)(=O)c2ccccc2Cl)CC1)NCC1(N2CCOCC2)CCCCC1
    -4	5%	-3.8	0%	-1%	0%	-12%	8%	17%
N#Cc1ccccc1NC(=O)c1ccc2c(Cl)c3c(nc2c1)CCCC3
    5	3%	2.3	-14%	-25%	-1%	-11%	0%	.
COc1ccc(Cl)c(-c2cc(C(=O)Nc3ccccc3)[nH]n2)c1
    7	5%	0.1	-6%	-28%	-10%	-4%	-5%	-6%

# Sorted by number of heavy atoms (falling): part of the list above.
# Value order: PI5P4K alpha inh	EPAC1 agonist	IL-2 act	aSyn rescue	Abeta yeast res	EPAC1 antagonist	PLK1 PBD inh	WRN inhibitor	FUS yeast rescue
CN(C)C(=O)COC(=O)c1cccc(CN2C(=O)c3ccccc3C2=O)c1
    -5	6%	1.0	9%	-6%	-23%	-28%	10%[57.1 µM]	14%
O=C(NCc1cccs1)C1CCCN(S(=O)(=O)c2cccs2)C1 (configuration not stated)
    -7	-2%	-1.7	10%	14%[9.22 µM]	-1%	1%	-3%	-32%
Cc1ccccc1NC(=O)NC(C)(C)CC(C)(C)C
    -6	-9%	0.9	-1%	15%	11%	2%	0%	-13%

# Next structures follow.
# Value order: PI5P4K alpha inh	EPAC1 agonist	IL-2 act	aSyn rescue	Abeta yeast res	EPAC1 antagonist	PLK1 PBD inh	WRN inhibitor	FUS yeast rescue
Cc1cccc(/C=N/NC(=O)Cn2nccc2C)n1
    4	7%	0.4	-10%	-14%	-17%	-3%	0%	3%
O=C(NCc1ccccn1)c1ccc([N+](=O)[O-])cc1
    0	-4%	2.5	-5%	4%	-18%	-16%	-2%	14%
COc1ccccc1NC(=O)Nc1ccc2c(c1)nc(C)n2C
    1	5%	-3.6	-9%	-22%	-12%	-15%	-3%	26%
O=C(Nc1ncccc1O)c1cccc(S(=O)(=O)N2CCCC2)c1
    2	-1%	-3.5	-6%	-1%	-1%	-3%	-3%	-6%
COc1cccc(-c2cnc(C(O)c3cc(F)cc(Cl)c3)[nH]2)c1 (configuration not stated)
    1	2%	0.1	7%	8%	-4%	-2%	-2%	4%
O=C(COC(=O)Cc1ccc(S(=O)(=O)N2CCOCC2)s1)Nc1ccc2c(c1)OCO2
    -3	-1%	0.5	3%	15%	-3%	-4%	-1%	38%
Cc1ccc[n+](CC(=O)Nc2cccc([N+](=O)[O-])c2)c1
    3	4%	-1.6	1%	-12%	-5%	-14%	3%	-17%
COC(=O)c1cc(C(=O)OCC(=O)NC2CCCCCCC2)cc([N+](=O)[O-])c1
    -1	2%	0.5	6%	-6%	-7%	-6%	1%	27%
CC1CCc2sc(C(=O)NN=C3CCC(c4ccccc4)CC3)cc2C1 (configuration not stated)
    2	14%	0.6	-5%	-22%	1%	?	-1%	-17%
Cc1cc(C(=O)COc2ccc(-c3nnco3)cc2)c(C)n1Cc1ccccc1
    .	16%	-2.4	21%	9%	1%	1%	-9%	?
Cc1sc(-n2c(C)ccc2C)c(C#N)c1C
    .	12%	-0.7	-45%[inhibitor]	-11%	-12%	19µM*	1%	?
CN(C)C(CNc1ccc(S(C)(=O)=O)cc1[N+](=O)[O-])Cc1ccccc1 (configuration not stated)
    -6	4%	-2.3	18%	-19%	-26%	-6%	-4%	-6%
O=C(Nc1ccccc1-c1ccccc1)NC1CC2CCCC(C1)N2CCc1ccccc1 (configuration not stated)
    0	2%	-2.3	6%	5%	-3%	-4%	2%	-29%
COc1ccc(CNc2ncccn2)cc1OC
    2	3%	-1.4	0%	-20%	-9%	-1%	-3%	8%
NC(=O)C1CCN(c2nc(-c3cccnc3)cs2)CC1
    .	-5%	0.2	.	-11%	0%	.	.	13%
CC(=O)Oc1ccc(C2=Cc3ccc(OC(C)=O)cc3OC2C)cc1 (configuration not stated)
    -3	-1%	0.4	-30%	8%	-18%	2%	-5%	3%
Cc1ccc(NC(=O)c2ccc(OCc3c(C)noc3C)cc2)c(C)c1
    -5	3%	0.0	3%	-2%	8%	4%	6%	-9%
OCCC1CN(Cc2cccn2-c2cccnc2)CCN1C1CCCCC1 (configuration not stated)
    -15	-2%	-3.5	0%	-6%	-21%	-13%	-12%	19%
Cn1c(C(=O)O)c(CC(=O)Nc2ccc3c(c2)OCCO3)c2ccccc21
    -11	2%	-0.1	9%	24%	-7%	-8%	-17%	22%
Cc1noc(C)c1S(=O)(=O)N1CCC(C(=O)N2CCN(c3ccc(F)cc3)CC2)CC1
    -2	-10%	-1.5	2%	-15%	10%	-8%	0%	30%
COc1ccc(NC(=S)Nc2ccc(F)cc2)c(OC)c1
    1	-2%	-2.1	-5%	23%	-7%	-15%	11%[57.1 µM]	27%
Cc1ccc(S(=O)(=O)N2CCN(C(=O)COC(=O)CCOc3ccccc3C)CC2)c(C)c1
    0	10%	-3.9	6%	11%	-7%	-7%	-8%	18%

# Only IL-2 act, for 3 of the compounds above:
Structure | IL-2 act
NC(=O)C1CCN(c2nc(-c3cccnc3)cs2)CC1 | 0.2
O=C(NCc1ccccn1)c1ccc([N+](=O)[O-])cc1 | 2.5
Cc1ccc(S(=O)(=O)N2CCN(C(=O)COC(=O)CCOc3ccccc3C)CC2)c(C)c1 | -3.9
